# bIAP act: increases bovine intestinal alkaline phosphatase activity; activation factor at 20 µM; AID 1016; hit rate 0.17% among 200,000; purified bovine IAP, CDP-star luminescence, 30 min; hits give high values; fold of DMSO-control signal, blank-subtracted;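 active = activation factor of 2 or more at 20 µM, a signal rise over negative controls twice the positive control's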
# SRC2 TRFRET art: flags TR-FRET format artefacts in PPARgamma SRC-2 recruitment agonist screen. TR-FRET artefact counter-screen; hits give high values. TR-FRET ratio at 8 µM. hit rate 0.4% among 200,000. AID 1049; in the data active = TR-FRET ratio above about 2000; note: inactives centre near 1500
# PPARg SRC-2 ag: promotes SRC-2 coactivator recruitment by human PPARgamma | activation, % at 8 µM | P37231 | hit rate 0.34% among 200,000 | PPARgamma LBD-SRC-2 recruitment, biochemical; in the data active = activation above about 22%;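 note: 0% = vehicle and 100% = reference agonist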
# STAT3 activator: activators of IL-6 induced STAT3 signaling; hit rate 0.91% among 190,000; U3A cells, IL-6 STAT3-luciferase reporter, luminescence; 100% = signal with IL-6 EC80 alone; activation (% of control), % at 5.6 µM;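 active = activation above the screen-wide mean of compound activation plus 3 SD, cut at about 130% in these data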;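 note: 0% = background luminescence of wells with medium and substrate only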
#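 Material: human U3A cells carrying STAT3-luciferase construct. Measured by: reporter luminescence signal. Timing: compound 1 h, then IL-6 6 h at 37 °C.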
# PPARg SRC-3 ag: agonists of human PPARgamma SRC-3 coactivator recruitment | P37231 | biochemical PPARgamma/SRC-3 coactivator recruitment assay | activation, % at 8 µM | hit rate 0.26% among 200,000; in the data active = activation above about 23%;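 note: 0% = DMSO and 100% = reference agonist; some compounds past the cut are filed as inactive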
# bIAP inh: intestinal alkaline phosphatase (bovine) inhibition; purified bovine IAP, CDP-star luminescence, 30 min; inhibition, % at 20 µM; 190,000 tested, under 10 active; AID 1019;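 active = over 50% inhibition of intestinal alkaline phosphatase at 20 µM in the single-dose screen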
#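 Assay system – bovine IAP enzyme · Quantity – bovine IAP at 1/65,000,000 final dilution · Detection – CDP-star luminescence signal · Times – 30 min reaction at room temperature · Also added – CDP-star substrate at 30 µM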
# STAT3 blocker: inhibitors of IL-6 induced STAT3 signaling; U3A cells, IL-6 STAT3-luciferase reporter, luminescence; host cell line lacks STAT1; inhibition, % at 5.5 µM; hit rate 0.89% among 190,000;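 active = inhibition above the mean inhibition across all screened compounds plus 3 SD, cut at about 44% in these data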;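 note: 0% = DMSO only wells and 100% = 100 µM nifuroxazide control wells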
# ROMK mod: modulators of human ROMK potassium channel; P48048; Tet-inducible ROMK, thallium flux fluorescence; actives lie on both sides; B-score at 10 µM; hit rate 2% among 130,000; AID 1918;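 active = signal ratio slope over the read window, or its plate-corrected B-score, at least 3 SD from the plate mean, either direction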;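 note: B-score of the F/F0 ratio slope over 7 to 12 s after thallium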
# Target sequence (P48048 whole entry, looked up): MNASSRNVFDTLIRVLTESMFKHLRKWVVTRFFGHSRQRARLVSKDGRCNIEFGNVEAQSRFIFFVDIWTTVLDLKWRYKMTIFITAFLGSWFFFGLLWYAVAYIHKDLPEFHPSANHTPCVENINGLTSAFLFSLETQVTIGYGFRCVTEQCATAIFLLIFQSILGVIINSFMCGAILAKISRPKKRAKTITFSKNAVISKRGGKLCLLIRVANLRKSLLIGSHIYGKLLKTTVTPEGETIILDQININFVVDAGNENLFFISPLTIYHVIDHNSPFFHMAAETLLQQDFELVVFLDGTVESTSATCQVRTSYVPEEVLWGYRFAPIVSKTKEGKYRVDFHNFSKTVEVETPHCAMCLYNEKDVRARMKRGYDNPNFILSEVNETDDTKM
# PPARg SRC1 recr: PPARgamma-driven SRC-1 recruitment agonism | P37231 | PPARgamma-SRC-1 coactivator recruitment biochemical assay | activation, % at 8 µM | hit rate 0.41% among 200,000 | AID 631; in the data active = activation above about 19%;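 note: 0% = DMSO and 100% = reference agonist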
# TNAP act hi DEA: activators of human TNAP at high phosphate acceptor concentration. P05186. purified TNAP, CDP-star luminescence, 1 M DEA, 30 min; hits give high values; 0 = EDTA background, 1 = DMSO-only activity. activation factor at 20 µM. 200,000 tested, under 10 active. AID 1136;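 active = activation factor at least 2 at 20 µM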
# Target sequence (P05186 whole entry, looked up): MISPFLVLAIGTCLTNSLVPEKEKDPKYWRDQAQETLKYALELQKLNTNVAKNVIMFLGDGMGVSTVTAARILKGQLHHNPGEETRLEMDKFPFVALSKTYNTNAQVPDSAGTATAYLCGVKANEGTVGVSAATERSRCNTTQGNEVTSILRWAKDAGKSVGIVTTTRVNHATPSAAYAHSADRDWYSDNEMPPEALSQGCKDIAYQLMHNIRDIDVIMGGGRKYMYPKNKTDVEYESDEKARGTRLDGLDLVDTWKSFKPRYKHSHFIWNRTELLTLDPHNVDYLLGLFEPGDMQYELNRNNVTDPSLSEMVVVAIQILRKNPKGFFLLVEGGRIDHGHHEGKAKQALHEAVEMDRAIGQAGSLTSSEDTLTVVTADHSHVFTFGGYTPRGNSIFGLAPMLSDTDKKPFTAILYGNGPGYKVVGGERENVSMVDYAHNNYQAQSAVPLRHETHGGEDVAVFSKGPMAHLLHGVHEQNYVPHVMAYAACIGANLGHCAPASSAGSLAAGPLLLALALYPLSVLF
#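 Dosing: 20 µM single point. System: human TNAP. Amount: TNAP 1/800 final. Incubation: 30 min, room temperature. Read-out: TNAP activation factor scaled between EDTA and DMSO control wells. Signal: luminescence from CDP-star hydrolysis. Medium: 1 M DEA, pH 9.8, Mg2+, Zn2+. Control set: EDTA negative control, DMSO positive control.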
# STAT1 blocker: STAT1 signaling inhibition | NIH 3T3 STAT1-luciferase reporter, IFN-gamma, luminescence | inhibition, % at 5.5 µM | hit rate 0.35% among 200,000;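 active = inhibition above a set limit, the mean inhibition across all tested compounds plus 3 SD, cut at about 34% in these data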;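 note: 0% = IFN-gamma with DMSO and 100% = IFN-gamma with 300 µM nifuroxazide; values of inactives mirror those of a sister screen read the other way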
# Active calls of the source: *; x = not tested or not shown. A portion of the library; rates above refer to the full screens.
# Labels used below: A = bIAP act; B = SRC2 TRFRET art; C = PPARg SRC-2 ag; D = STAT3 activator; E = PPARg SRC-3 ag; F = bIAP inh; G = STAT3 blocker; H = ROMK mod; I = PPARg SRC1 recr; J = TNAP act hi DEA; K = STAT1 blocker
O=c1[nH]c(=S)n(C2CC2)c(O)c1/C=N/N1CCOCC1
  A: 0.5	B: 1378	C: -1.0	D: 104.8	E: -2.2	F: x	G: -1.9	H: -1.48	I: 0.0	J: 1	K: -0.6
COC(=O)[C@@]1(Cc2ccc(F)cc2)[C@H]2c3cc(C(=O)N(C)C)[nH]c3C[C@H]2CN1C(=O)c1ccccc1
  A: 0.9	B: 1474	C: 9.0	D: 94.1	E: -1.9	F: 9.6	G: 4.2	H: -0.954	I: 3.2	J: 1	K: 4.8
O=Cc1c(C(=O)O)n(Cc2ccc(Cl)cc2)c2ccccc12
  A: 1.1	B: 1452	C: 7.4	D: 89.3	E: 1.4	F: -11.4	G: 15.0	H: x	I: 4.9	J: 1	K: 5.0
CC(=O)c1c(C)n(C2CCCCC2)c2ccc(O)cc12
  A: 1	B: 1438	C: 5.1	D: 92.0	E: 6.0	F: 4.0	G: 10.9	H: -0.0364	I: 10.2	J: 1	K: 19.6
COc1ccc(N2C(=O)CC(N3CCC(n4c(=O)[nH]c5ccccc54)CC3)C2=O)cc1 (stereo not drawn)
  A: 0.9	B: 1541	C: 3.7	D: 96.2	E: 2.5	F: 12.2	G: 5.7	H: -1.07	I: 6.1	J: 1.1	K: -6.1
O=C(c1cccc(N2CCCC2=O)c1)N1CCC2(CC1)OCCO2
  A: 1	B: 1391	C: -6.1	D: 98.6	E: -7.4	F: -1.2	G: 2.8	H: -0.484	I: -7.3	J: 1	K: 1.1
C#CC(CC)(CC)NC(=O)Nc1ccc(OCC)cc1
  A: 1.1	B: 1651	C: 6.5	D: 107.7	E: 4.2	F: -8.3	G: 1.1	H: 0.154	I: 1.4	J: 1.1	K: 1.4
COC1=CCC2([N+](=O)[O-])CN(C)CC1([N+](=O)[O-])C2 (stereo not drawn)
  A: 1	B: 1431	C: 0.4	D: 101.7	E: -7.2	F: -2.3	G: -7.2	H: x	I: 4.8	J: 1	K: 3.8
Cc1ccccc1-c1nc(CS(=O)CC(=O)N2CCC3(CC2)OCCO3)c(C)o1 (stereo not drawn)
  A: 1	B: 1469	C: 0.9	D: 110.6	E: 4.9	F: 1.7	G: -6.7	H: x	I: 2.0	J: 1	K: 12.6
COc1ccc(N=C(C)c2c(O)n(C)c(=O)n(C)c2=O)c(OC)c1
  A: 1	B: 1795	C: -1.2	D: 96.3	E: 8.8	F: 2.4	G: 6.7	H: 0.16	I: 7.8	J: 1	K: -3.8
Cc1cc(C(=O)N2CCC3(CC2)OCCO3)cs1
  A: 0.9	B: 1473	C: 4.3	D: 99.7	E: -7.2	F: 9.9	G: 4.5	H: x	I: 6.7	J: 1	K: 1.4
CN1CCN(c2nc(N(C)C)oc(=O)c2C#N)CC1
  A: 1	B: 1651	C: 5.2	D: 96.4	E: -0.8	F: 2.7	G: 10.1	H: x	I: 5.4	J: 1	K: 2.6
ON1C2CCCCC2N(O)C1c1ccccc1F (stereo not drawn)
  A: 0.9	B: 1537	C: -0.8	D: 100.6	E: 10.9	F: 5.7	G: 3.2	H: x	I: 2.7	J: 1	K: 3.0
CCN1CCC2(CC1)NC(=O)c1ccccc1O2
  A: 0.9	B: 1643	C: 2.8	D: 95.1	E: -1.8	F: 6.2	G: 16.3	H: 0.491	I: 15.5	J: 1	K: -9.8
CC(=NCCN1CCCCC1)c1c(O)n(-c2ccc(Cl)cc2)c(=O)[nH]c1=O
  A: 1	B: 1618	C: -0.8	D: 96.2	E: 15.9	F: -0.2	G: 8.3	H: x	I: 3.9	J: 1	K: -5.8
O=C(C(=O)N1CCOCC1)c1cn(Cc2c(F)cccc2Cl)c2ccccc12
  A: 1.1	B: 1427	C: 5.5	D: 95.2	E: -0.4	F: -5.2	G: 16.2	H: -0.0683	I: 0.0	J: 1	K: -4.0
CCN(CC)CCN=C(C)c1c(O)n(-c2ccccc2OC)c(=O)[nH]c1=O
  A: 1	B: 1488	C: 2.0	D: 100.5	E: 5.6	F: -0.4	G: 3.2	H: 0.504	I: -2.5	J: 1.1	K: -3.4
c1ccc(C2=NP(N3CCOCC3)(N3CCOCC3)=NC(N3CCOCC3)=N2)cc1
  A: 0.9	B: 1475	C: -0.2	D: 100.4	E: -9.2	F: 5.3	G: 2.4	H: x	I: -3.4	J: 1	K: 3.6
Cc1cccn2c(=O)c3c(nc12)N1CCC(Cc2ccccc2)CC1C1(C3)C(=O)N(C)C(=O)N(C)C1=O (stereo not drawn)
  A: 1	B: 1597	C: -7.2	D: 94.7	E: -5.6	F: -3.3	G: 10.1	H: 0.0126	I: 12.1	J: 1	K: 15.8
Cc1ccc(S(=O)(=O)Nc2cc(C(=O)N3CCC4(CC3)OCCO4)ccc2N2CCCCC2)cc1
  A: 1.1	B: 1571	C: 1.4	D: 102.2	E: 15.7	F: -14.5	G: 5.0	H: -2.19	I: 0.2	J: 1	K: 3.6
Cc1ccc(C)c(OCC(=O)N2CCN(Cc3ccc4c(c3)OCO4)CC2)c1
  A: 1.1	B: 1489	C: 1.9	D: 106.3	E: 0.8	F: -13.6	G: -5.9	H: -1.25	I: 5.0	J: 1	K: 2.3
CC(=O)NNC(=O)CN1C(=O)CN=C(c2ccccc2)c2cc(Br)ccc21
  A: 1.3	B: 1471	C: -10.0	D: 98.4	E: 1.4	F: -25.8	G: 5.4	H: 1.27	I: -6.3	J: 1	K: 0.8
C=CCN1C(=O)/C(=C/c2cccs2)C(=O)NC1=S
  A: 0.7	B: 1612	C: -3.1	D: 100.2	E: 2.1	F: 32.2	G: -0.8	H: x	I: -0.7	J: 1.1	K: -1.0
COc1ccc(CCn2c(O)c(C=NCc3ccc4c(c3)OCO4)c(=O)[nH]c2=O)cc1OC
  A: 0.9	B: 1482	C: 9.0	D: 117.1	E: -1.0	F: 9.3	G: -16.7	H: 0.159	I: -7.6	J: 1.1	K: -47.4
COc1ccc(C[C@@H]2c3cc(O)c(OC)cc3CCN2C)cc1O
  A: 0.7	B: 1363	C: 2.9	D: 100.8	E: 1.7	F: 30.7	G: -3.9	H: 0.984	I: 4.7	J: 1.1	K: 0.3
CCc1cccc(C)c1NC(=S)N1CC2CC(C1)c1cccc(=O)n1C2 (stereo not drawn)
  A: 1	B: 1543	C: -3.4	D: 111.0	E: -1.0	F: 0.9	G: -6.6	H: x	I: 14.5	J: 1	K: 10.7
O=c1[nH]cc(COCC(F)(F)C(F)(F)C(F)(F)F)c(=O)[nH]1
  A: 1	B: 1310	C: 2.2	D: 106.9	E: -1.6	F: -1.9	G: -3.3	H: 1.12	I: -0.6	J: 1	K: 0.7
CCN(CC)CCNCc1nc2ccccc2c(=O)n1-c1ccc(F)cc1
  A: 0.9	B: 1550	C: 7.7	D: 105.5	E: 6.2	F: 9.7	G: 2.7	H: 0.0893	I: 5.9	J: 1	K: 2.0
O=[N+]([O-])c1cc2c(cc1CNCCc1ccc3c(c1)OCO3)OCO2
  A: 0.8	B: 1564	C: -2.2	D: 101.9	E: 0.1	F: 17.2	G: -3.7	H: x	I: 4.6	J: 0.9	K: 0.3
C1=C(CCNCc2ccccc2)CCCC1
  A: 0.8	B: 1515	C: 1.6	D: 104.3	E: -3.9	F: 16.8	G: 2.7	H: x	I: -0.8	J: 0.9	K: -7.0
CCN(CC)c1ccc(CNCCc2ccccc2F)cc1
  A: 1	B: 1506	C: 5.7	D: 101.4	E: 4.4	F: -2.2	G: 3.1	H: -0.0444	I: -3.5	J: 1	K: 2.3
CCc1nc(N2CCNCC2)c(C#N)c2c1CSC(C)(C)C2
  A: 1	B: 1355	C: 2.3	D: 87.9	E: -8.2	F: -4.4	G: 20.2	H: -3.72*	I: 0.6	J: 1.1	K: 9.3
Fc1ccccc1CCNCc1cccc2ccccc12
  A: 0.6	B: 1614	C: -0.6	D: 100.7	E: 0.7	F: 37.1	G: -0.5	H: -3.61*	I: 0.4	J: 1	K: 1.0
CCN1CCN(Cc2cc(Br)ccc2O)CC1
  A: 1	B: 1527	C: 10.6	D: 98.3	E: -1.1	F: 0.7	G: 8.7	H: -0.159	I: 1.6	J: 1	K: -1.4
CC(=NCc1ccco1)c1c(O)n(-c2ccccc2)c(=O)[nH]c1=O
  A: 1	B: 1431	C: 4.5	D: 90.5	E: -3.4	F: 1.8	G: 15.1	H: x	I: -3.6	J: 1	K: 14.5
Nc1c(C(=O)OCC2CCCO2)c2nc3ccccc3nc2n1Cc1cccs1 (stereo not drawn)
  A: 1.1	B: 1747	C: 8.9	D: 92.0	E: 3.6	F: -6.2	G: 10.4	H: x	I: 6.4	J: 1	K: 3.0
CC(=O)C1C2c3ccccc3OC1(C)N=c1s/c(=C/c3cnn(C)c3)c(=O)n12 (stereo not drawn)
  A: 0.9	B: 1669	C: 4.6	D: 99.7	E: 2.1	F: 5.4	G: 4.5	H: x	I: 11.8	J: 1.1	K: 0.0
COc1ccc(C(=O)CN2CCCCC2)cc1
  A: 1	B: 1838	C: 2.2	D: 96.3	E: 2.9	F: -3.2	G: 6.6	H: x	I: 10.2	J: 1	K: 7.5
N=C1c2ccccc2CN1NC(=O)c1ccc(Br)cc1
  A: 1	B: 1402	C: 5.6	D: 90.6	E: 3.1	F: 4.8	G: 18.3	H: 0.0874	I: 3.7	J: 1.1	K: 4.8
NC(=O)CN1CC(c2ccccc2)CC1=O (stereo not drawn)
  A: 0.9	B: 1454	C: -1.4	D: 105.4	E: 2.6	F: 14.8	G: -0.6	H: -0.347	I: -2.1	J: 1	K: 1.8
Cc1nn(C2CCOC(C)(C)C2)c2c1C(c1ccc(OC(C)C)cc1)SCC(=O)N2 (stereo not drawn)
  A: 1	B: 1339	C: -6.2	D: 108.3	E: -5.3	F: 4.0	G: -4.8	H: x	I: -2.2	J: 1	K: -4.7

# Among those listed so far, these have bromine.
# Labels used below: A = bIAP act; B = SRC2 TRFRET art; C = PPARg SRC-2 ag; D = STAT3 activator; E = PPARg SRC-3 ag; F = bIAP inh; G = STAT3 blocker; H = ROMK mod; I = PPARg SRC1 recr; J = TNAP act hi DEA; K = STAT1 blocker
CC(=O)NNC(=O)CN1C(=O)CN=C(c2ccccc2)c2cc(Br)ccc21
  A: 1.3	B: 1471	C: -10.0	D: 98.4	E: 1.4	F: -25.8	G: 5.4	H: 1.27	I: -6.3	J: 1	K: 0.8
CCN1CCN(Cc2cc(Br)ccc2O)CC1
  A: 1	B: 1527	C: 10.6	D: 98.3	E: -1.1	F: 0.7	G: 8.7	H: -0.159	I: 1.6	J: 1	K: -1.4
N=C1c2ccccc2CN1NC(=O)c1ccc(Br)cc1
  A: 1	B: 1402	C: 5.6	D: 90.6	E: 3.1	F: 4.8	G: 18.3	H: 0.0874	I: 3.7	J: 1.1	K: 4.8

# Compound activity (PubChem)
